# Compound activity from PubChem BioAssay.
# TDP1 inh – qHTS Assay for Inhibitors of Tyrosyl-DNA Phosphodiesterase (TDP1). Tyrosyl-DNA phosphodiesterase 1 (Homo sapiens), Q9NUW8. recombinant TDP1, AlphaScreen DNA substrate cleavage. Potency, µM (top dose mostly 130 µM), for the others: at the highest dose activity change, negative = inhibition, actives largely listed as inhibitors. hit rate 0.28% among 350,000. AID 485290, 2010; also: nearly all actives have a fitted effect of over 40% in size
# Target sequence (Q9NUW8 whole entry, looked up): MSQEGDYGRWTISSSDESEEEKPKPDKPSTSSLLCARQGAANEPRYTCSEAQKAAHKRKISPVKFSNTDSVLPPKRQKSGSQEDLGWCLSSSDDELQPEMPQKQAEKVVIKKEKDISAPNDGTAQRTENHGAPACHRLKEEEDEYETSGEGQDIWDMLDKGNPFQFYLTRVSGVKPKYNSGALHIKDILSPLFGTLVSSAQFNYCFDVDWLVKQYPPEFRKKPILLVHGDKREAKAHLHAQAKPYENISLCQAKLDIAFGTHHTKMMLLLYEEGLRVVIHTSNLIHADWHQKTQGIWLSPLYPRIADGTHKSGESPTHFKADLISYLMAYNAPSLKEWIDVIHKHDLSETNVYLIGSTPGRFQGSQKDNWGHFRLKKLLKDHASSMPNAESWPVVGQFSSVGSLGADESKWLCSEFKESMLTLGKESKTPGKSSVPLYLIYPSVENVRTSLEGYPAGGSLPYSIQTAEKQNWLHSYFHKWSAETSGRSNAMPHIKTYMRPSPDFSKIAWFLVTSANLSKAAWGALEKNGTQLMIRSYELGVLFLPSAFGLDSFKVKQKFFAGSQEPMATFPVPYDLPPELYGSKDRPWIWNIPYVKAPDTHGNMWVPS
#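 Tdp1 1 nM final; 15 min RT w/ cpd; substrate 15 nM, 5 min; beads 10 ug/ml, 10 min; AlphaScreen read. Neg ctrl: no enzyme.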
# DT40 TDP1 no CPT – qHTS for Inhibitors of human tyrosyl-DNA phosphodiesterase 1 (TDP1): qHTS in cells in absence of CPT; DT40 Tdp1-/- hTDP1 cells, no CPT, ATP luminescence, 48 h; Potency, µM (doses to about 46.2 µM), for the others: at the top dose activity change, negative = growth inhibition, hits mostly inhibitors; hit rate 15% among 420,000; AID 686978, 2013; also: nearly all actives have a fitted effect of over 55% in size
#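 Readout: luminescence from CellTiter-Glo after 30 min in the dark at RT. Cells: DT40 Tdp1-/- with stable hTDP1, 400/well. Exposure: compounds alone, ≥48 hr, 37 °C.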
# DT40 TDP1 CPT – qHTS for Inhibitors of human tyrosyl-DNA phosphodiesterase 1 (TDP1): qHTS in cells in presence of CPT | chicken DT40 Tdp1-/-;hTDP1 cells + 20 nM CPT, ATP luminescence, 48 h | Potency, µM (doses to about 46.2 µM), inactives show top-dose activity change, negative = growth inhibition, usual class: inhibitors | hit rate 12% among 420,000 | AID 686979, 2013; also: nearly all actives have a fitted effect of over 55% in size
#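 Chicken DT40 Tdp1-/- cells complemented with human TDP1, 400 cells/well, exposed to compounds plus 20 nM camptothecin for at least 48 h at 37 C; viability read as ATP content by CellTiter-Glo luminescence.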
# * = called active by the depositor; ? = inconclusive; . = no result given; [ ] = dose if it differs, or a comment. Calls follow the shape of the dose curve; as a rule, active = well fitted curve in the direction sought with a large enough effect; inconclusive = small, poorly fitted or top-dose-only effect, or another doubt; inactive = no such curve, though single readings can be large; an effect the other way counts as inactive or inconclusive. % is scaled to controls: 0 for no effect and ±100 for the full control effect; potency is read from the fitted curve at half-maximal effect. Some of the compounds tested; count on the stated rates, not on these rows.
molecule,TDP1 inh,DT40 TDP1 no CPT,DT40 TDP1 CPT
O=C1NCN(c2ccccc2)C12CCN(C(c1nnnn1C1CCCC1)C1CC1)CC2 (stereo unspecified),.,?,?
Cc1ccc(CNCCc2ccccc2F)cc1,0%,-21%,-13%
COC(=O)C1=C(c2ccc(F)cc2OCc2ccccc2)C[C@@H]2CC[C@H]1N2C(=O)NCc1ccc(OC)c(OC)c1,1%,?,18µM*
Cc1ccsc1C(=O)C1CCCN(Cc2ccc(O)cc2)C1 (stereo unspecified),2%,-18%,1%
Cc1ccc2c(c1)=NC(=O)/C(=C/c1c(O)[nH]c(=O)[nH]c1=O)C=2,-8%,-29%,?
c1cnc(N2CCNCC2)nc1,2%,1%,-7%
COc1ccc(CNC(=O)CCC(=O)N2C[C@H]3C[C@H](C2)c2cccc(=O)n2C3)cc1,.,3%,3%
Cc1ccsc1C(=O)C1CCCN(Cc2cc(C(C)C)n[nH]2)C1 (stereo unspecified),6%,?,6%
CN1CCN(c2ccc([N+](=O)[O-])c(N/N=C3\CN4CCC3CC4)c2)CC1,5%,-3%,2%
CN(C)c1ccc(Cc2ccc(N(C)C)cc2)cc1,27%,?,-22%
CCC(C)n1c(O)c(/C=N/N2CCOCC2)c(=O)[nH]c1=S (stereo unspecified),0%,-91%,23µM*
CN(CC=CCN(C)P(=S)(N1CC1)N1CC1)P(=S)(N1CC1)N1CC1,.,1.8µM*,1.6µM*
CCN(CC)c1ccc(/C=C2\C(=O)NC(=S)N(C)C2=O)o1,4%,-25%,-10%
CC(C)N1C(=O)/C(=C/C=C/c2ccco2)C(=O)N(Cc2ccco2)C1=O,6%,15µM*,16µM*
C/C(Cl)=C/CC1(CN2CCCC2=O)C(=O)NC(=O)NC1=O,5%,-1%,18%
C=C1N2CCC(CC2)C1(O)c1ccc(C)cc1 (stereo unspecified),8%,-1%,4%
Cc1cccc(C)c1-n1nnnc1C(C1CC1)N1CCC2(CC1)C(=O)NCN2c1ccccc1 (stereo unspecified),.,15µM*,16µM*
COc1ccc2c(c1)C1(C(=O)O)CC=CCC1(C(=O)O)C2 (stereo unspecified),.,1%,-1%
CC(C)[C@H](NC(=O)[C@H](CCC(=O)O)NC(=O)[C@H](Cc1ccccc1)NC(=O)[C@H](C)NC(=O)[C@@H](N)Cc1ccc(O)cc1)C(=O)N[C@H](C(=O)NCC(N)=O)C(C)C,4%,-16%[4.12 µM],?
Cc1ccccc1NC(=O)N1Cc2ccccc2-n2nncc2C1,.,-17%,-8%
C=C1C(O)(c2ccccc2)C2CC[N+]1(C)CC2 (stereo unspecified),-6%,-4%,-6%
O=c1c2ccccc2nc(-c2ccccc2Cl)n1-c1ccc(O)cc1,.,?,-10%
c1ccc(NC2=Nc3ccccc3CC2)cc1,5%,?,-29%
Cc1ccc(Sc2ccc(C=C3C(=O)N(C)C(=O)N(C)C3=O)o2)cc1,5%,18µM*,18µM*
CNC(=O)O/N=C(\N)Cc1csc2ccccc12,.,?,-3%
COc1ccc(Oc2c(C)oc3cc(OC(=O)N(C)C)ccc3c2=O)cc1,.,3%,-21%
CC1=C(C(=O)Nc2ccccc2)S(=O)(=O)CCO1,.,?,?
CCOC(=O)C1C2c3ccccc3O[C@@]1(C)N=C1SCC(=O)N12 (stereo partly specified),8%,-9%,-3%
CC(Cc1ccccc1)NC(=O)/C=C/c1ccc(Cl)cc1 (stereo unspecified),-1%,?,?
COc1ccc(OC)c(-n2c(O)c(/C=C3\C=Nc4ccccc43)c(=O)[nH]c2=O)c1,.,-29%,?
CCN(CC)C(=O)c1ccc(NC(=O)CCn2nc(-c3ccc(Cl)cc3)c3ccccc3c2=O)cc1,5%,18µM*,?
CC1=C(C)CC2(CC1)C(=O)NC(=O)NC2=O,.,2%,0%
COC(=O)C1=C(c2c(C)noc2C)C[C@@H]2CC[C@H]1N2C(=O)NCCOc1ccc(OC)cc1,0%,-24%,9%
O=C(/C=C\c1ccc(Cl)cc1)N[C@@]12CCC(=O)[C@@H]3Oc4c(O)ccc5c4[C@@]31CCN(CC1CC1)[C@@H]2C5,4%,?,?
Cc1cccc(N2C(=O)NC(=O)/C(=C\c3cnn(-c4ccccc4)c3)C2=O)c1,-5%,?,?
N#Cc1c(/N=C/c2c(O)n(Cc3ccco3)c(=O)[nH]c2=O)sc2c1CCCC2,?,-12%,-3%
N#Cc1ccccc1Cn1cc(C(=O)c2cccs2)c2ccccc21,0%,-18%,-20%
COc1ccc(CC(C)NCCC(c2ccccc2)c2ccccc2)cc1 (stereo unspecified),6%,16µM*,13µM*
COC(=O)C1=C(c2ccc(OCc3ccccc3)cc2)C[C@@H]2CC[C@H]1N2C(=O)NCc1cccc(C(F)(F)F)c1,0%,21µM*,21µM*
O=c1c2ccccc2nc(-c2ccco2)n1-c1nccs1,8%,?,?
Oc1ccc2ccccc2c1CN1CC=C(c2ccccc2)CC1,2%,-25%,-8%
CC(=O)Nc1cccc(-c2ccnc3c2CC(C(=O)NCc2ccco2)O3)c1 (stereo unspecified),.,1.6µM*,1.8µM*
CCO/N=C(\CC)C1=C(O)CC(c2c(C)cc(C)cc2C)CC1=O (stereo unspecified),.,?,?
CC(C)(O)[C@@H]1[C@H]2OC(=O)[C@@H]1[C@]1(O)C[C@H]3O[C@]34C(=O)O[C@H]2[C@@]14C (tested in a mixture with another compound),8%[56.1 µM],1%,6%
COc1ccc(NC(c2ccccc2F)P(=O)(Oc2ccccc2)Oc2ccccc2)cc1 (stereo unspecified),8%,?,?
c1ccc(C2CN3CCC2CC3)cc1 (stereo unspecified),1%,-4%,5%
Cc1ccccc1NC(=S)NC(NC(=O)CF)C(Cl)(Cl)Cl (stereo unspecified),-5%,-14%,16%
O=Cc1ccco1,15%,3%,7%
c1ccc(CN2CCN(Cc3ccc4c(c3)OCCO4)CC2)cc1,-2%,-26%,0%
O=C(CN1CCOCC1)Nc1ccc(Br)cc1C(=O)c1ccccc1,-2%,-23%,-27%
Cc1cc(C(=O)OCC(=O)Nc2cccc(F)c2)c(C)n1C1CC1,7%,-1%,?
OC(c1ccncc1)(c1ccc(F)cc1)c1ccc(F)cc1,-3%,?,-4%
COc1ccc(NP2(=O)NCCCN2)cc1,.,3%,0%
COc1ccc(-c2nc3ccccc3c(=O)n2-c2nccs2)cc1,7%,?,?
O=[N+]([O-])c1ccc(S(=O)(=O)NCC(c2ccco2)N2CCc3ccccc3C2)cc1 (stereo unspecified),2%[0.505 µM],?,-21%
Oc1ccccc1CN(CCc1ccccc1)Cc1ccccc1,.,-18%,-25%

# Next section
molecule,TDP1 inh,DT40 TDP1 no CPT,DT40 TDP1 CPT
COc1ccc(Cn2c(N)c(C(=O)NCc3ccco3)c3nc4ccccc4nc32)cc1OC,0%,6.5µM*,6.5µM*
O=c1c2ccccc2nc(/C=C\c2ccc(F)cc2)n1-c1ccccc1F,13%,?,23µM*
C=CCn1c(O)c(C(C)=NC2CCN(Cc3ccccc3)CC2)c(=O)[nH]c1=O,.,-6%,1%
CCN(CC)CCN=Cc1c(O)n(CCc2ccccc2)c(=O)[nH]c1=O,6%,-23%,-9%
CC(=NC1CCN(Cc2ccccc2)CC1)c1c(O)n(C)c(=O)n(C)c1=O,2%,-8%,3%
CC(C)CCN1CCN(Cc2c(F)cccc2Cl)CC1CCO (stereo unspecified),0%,-6%,-9%
CCOP(=O)(Cc1ccc(C(=O)CC)o1)OCC,.,-1%,15%
C[C@]12CCC3C(CC[C@H]4C[C@@H](O)CC[C@]34C)C1CC[C@@H]2OC(=O)[C@H](N)CCCCN (stereo partly specified),0%,?,?

# The listing continues:
SMILES	TDP1 inh	DT40 TDP1 no CPT	DT40 TDP1 CPT
C=CCOC(=O)N1Cc2ccccc2-n2nncc2C1	.	-19%	-3%
COc1cc(OC)c(OC)cc1/C=C1\C(=O)NC(=O)N(Cc2ccccc2)C1=O	-11%	-5%	1%
CN1CCN(c2cc(N3CCCC3)c([N+](=O)[O-])cc2F)CC1	4%	?	-26%
COc1cc2c(cc1O)CCNC2C (stereo unspecified)	-5%[56.1 µM]	0%	2%
CC(C)(C#N)O[C@H]1OC(CO)C(O)C(O)C1O (stereo partly specified)	13%[56.1 µM]	1%	-1%
Cc1oc(-c2cccc(Cl)c2)nc1CN1CCC(C(=O)NC(C)c2ccccc2)CC1 (stereo unspecified)	5%	4.6µM*	4.1µM*
Cc1ccccc1-n1nc(C)c2c1NC(=O)CSC2c1ccc(N(C)C)cc1 (stereo unspecified)	0%	18µM*	?
CCCCCCC(=O)N/N=C/c1c(O)n(C2CC2)c(=S)[nH]c1=O	8%	?	?
COc1ccc(NC(=O)CSc2oc(-c3cccs3)nc2S(=O)(=O)c2ccccc2)c(OC)c1	6%	23µM*	21µM*
CN1CCN(c2cc(N3CCCCCC3)c(F)cc2[N+](=O)[O-])CC1	7%	29µM*	?

# In a second layout: two of the compounds above
# The line under a structure holds: TDP1 inh | DT40 TDP1 no CPT | DT40 TDP1 CPT
- Cc1ccccc1-n1nc(C)c2c1NC(=O)CSC2c1ccc(N(C)C)cc1 (stereo unspecified)
 : 0% | 18µM* | ?
- CNC(=O)O/N=C(\N)Cc1csc2ccccc12
 : . | ? | -3%

# Continued:
SMILES	TDP1 inh	DT40 TDP1 no CPT	DT40 TDP1 CPT
CN1CC=C(c2c[nH]c3ccccc23)CC1	-3%	-18%	-30%
COc1cc(/C=C/c2nc3ccccc3c(=O)n2-c2cccc(O)c2)ccc1O	?	18µM*	?
CCn1cc(C(=O)NCCc2ccc(Cl)cc2)c(=O)c2cc(S(=O)(=O)N(C)C3CCCCC3)ccc21	-2%	?	?
Cc1cccc(Oc2nc3c(C)cccn3c(=O)c2/C=C(\C#N)c2nc3ccccc3s2)c1	-11%	18µM*	?
N#CCCn1cc(C(=O)O)c(-c2cccc([N+](=O)[O-])c2)n1	5%	-21%	11%
Clc1ccc2sc(C3CCNCC3)nc2c1	.	-24%	0%
CSc1nc2ccccc2n1C(=O)Oc1ccccc1	0%	-18%	?
CC(=O)OC1CC[C@@]2(C)C3CC(=O)[C@]4(C)C(C(C)=O)=CCC4C3CC[C@H]2C1 (stereo partly specified)	5%	?	-4%
CC(C)NS(=O)(=O)c1ccc(OCC(=O)N2CCN(Cc3ccc4c(c3)OCO4)CC2)c(Cl)c1	2%	18µM*	16µM*
S=C(N1CCCCCC1)N1CC1	.	-7%	2%
COc1cc2c(cc1OC)C13CCN4CC5=CCOC6CC(=O)N2C1C6C5C3C4 (stereo unspecified) (tested in a mixture with another compound)	.	?	13µM*
CCOC(=O)CC(SP1(=S)OCC2(CCCCO2)C(C2CCCCO2)O1)C(=O)OCC (stereo unspecified)	.	-24%	-22%
O=C(Nc1ccon1)c1cccn(Cc2cccc([N+](=O)[O-])c2)c1=O	3%	?	?
CCN1CCN(c2ccc(N)c(C)c2)CC1	2%	?	?
CN1CCN(Cc2nc3ccccc3n2C)CC1	-2%	-4%	-1%
O=C1/C(=C\c2ccccc2)C[C@@]2(O)[C@H]3Cc4ccc(O)c5c4[C@@]2(CCN3CC2CC2)[C@H]1O5	11%	2.1µM*	2.1µM*
C[C@]12CC[C@H](O)CC1=CCC1C2CC[C@]2(C)C(=O)[C@H](Br)CC12 (stereo partly specified)	1%	?	?
Cc1ccc2c(c1)CCCN2N=O	5%	-7%	?
Oc1ccc2c3c1O[C@H]1c4oc5ccccc5c4C[C@@]4(O)C(C2)N(CC2CC2)CC[C@]314	7%	?	?
O=c1[nH]c(=S)n(C2CC2)c(O)c1C=NCCN1CCOCC1	-3%	11%	17%

# An excerpt of these results, with each value named:
CC(=O)Nc1cccc(-c2ccnc3c2CC(C(=O)NCc2ccco2)O3)c1 (stereo unspecified)
  TDP1 inh: .
  DT40 TDP1 no CPT: 1.6µM*
  DT40 TDP1 CPT: 1.8µM*

O=C(CN1CCOCC1)Nc1ccc(Br)cc1C(=O)c1ccccc1
  TDP1 inh: -2%
  DT40 TDP1 no CPT: -23%
  DT40 TDP1 CPT: -27%

Cc1ccsc1C(=O)C1CCCN(Cc2cc(C(C)C)n[nH]2)C1 (stereo unspecified)
  TDP1 inh: 6%
  DT40 TDP1 no CPT: ?
  DT40 TDP1 CPT: 6%

CC1=C(C)CC2(CC1)C(=O)NC(=O)NC2=O
  TDP1 inh: .
  DT40 TDP1 no CPT: 2%
  DT40 TDP1 CPT: 0%
